Screening data (PubChem BioAssay)
DAX1 inh-1 – DAX1 (NR0B1) inhibitors on StAR promoter, primary screen, cell-based, luminescence, SF-1 (NR5A1), full-length DAX-1. HEK293T StAR-luciferase reporter, SF-1/DAX-1 repression relief. inhibition, % at 6.8 µM. actives 1.1% (n = 370,000). AID 652010, 2013;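 active = inhibition above the mean over all tested compounds plus 3 SD, cut at about 3.6% in these data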;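 note: 0% = DAX-1 cells with DMSO and 100% = cells lacking DAX-1 with DMSO; higher inhibition means more luminescence from relief of DAX-1 repression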
hcDAF12 agonist – H. contortus DAF-12 nuclear receptor activators, primary screen, cell-based, luminescence, HEK293, lit1-tk-luc reporter | AID 652067, 2013 | HEK293 hcDAF-12 lit1-tk-luc reporter; 0% DMSO, 100% Δ7-dafachronic acid | activation, % at 6.8 µM | actives 1.4% (n = 370,000);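 active = activation above the mean of all tested compounds plus 3 SD, cut at about 5.5% in these data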;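 note: 100% = response to 3 µM Δ7-dafachronic acid high control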
GAA850 FXN act – FXN promoter activators, primary screen, cell-based, luciferase luminescence, HEK293 lucGAA850. HEK293 lucGAA850 FXN promoter luciferase reporter, 24 h; percent of 10 µM SAHA response. activation, % at 6 µM. actives 0.56% (n = 360,000);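 active = activation above the average of all compounds screened plus 3 SD, cutoff fixed separately per campaign, cut at about 7.5% in these data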;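 note: 0% = DMSO wells and 100% = 10 µM SAHA wells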
sPLA2-III inh – human group III sPLA2 inhibitors, primary screen, biochemical, QFRET, BODIPY PC-A2 liposome substrate; actives 0.56% (n = 370,000); AID 743126, 2013; Group 3 secretory phospholipase A2 (Homo sapiens), Q9NZ20; QFRET BODIPY PC-A2 liposome hydrolysis, fluorescence; inhibition, % at 12.2 µM;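 active = inhibition above mean plus 3 SD of compounds lying within the high and low control bounds, cut at about 19% in these data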;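 note: 0% = median of test compound wells and 100% = no enzyme DMSO wells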
PG9 binder – binders of HIV-1 gp120 antibody PG9, primary screen, biochemical, TR-FRET; TR-FRET gp120-PG9 antibody binding; HIV-1 gp120 / PG9 antibody interaction; actives 0.43% (n = 360,000); inhibition, % at 6.7 µM; in the data active = inhibition above about 8.5%
ssDAF-12 act – S. stercoralis DAF-12 nuclear receptor activators, primary screen, cell-based, luminescence, HEK293, GRIP1 co-expression, lit1-tk-luc | Nuclear hormone receptor DAF-12 (Strongyloides stercoralis) | HEK293 ssDAF-12/GRIP1 lit1-tk-luc reporter; % of 3 µM dafachronic acid response | activation, % at 6.8 µM | actives 1% (n = 370,000) | AID 652126, 2013;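 active = activation above the mean over all tested compounds plus 3 SD, cut at about 0.9% in these data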;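 note: 0% = DMSO-only wells and 100% = 3 µM delta7-dafachronic acid wells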
DAX1 inh-2 – DAX1 (NR0B1) inhibitors, primary screen, cell-based, HEK293, Gal4-DAX1, luciferase luminescence; inhibition, % at 6.75 µM; Nuclear receptor subfamily 0 group B member 1 (Homo sapiens), P51843; actives 0.99% (n = 340,000); AID 504766, 2011; HEK293 Gal4-DAX1 luciferase reporter;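 active = inhibition above the mean over all tested compounds plus 3 SD, cut at about 4.2% in these data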;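 note: 0% = DAX1-transfected cells with DMSO and 100% = empty-vector control cells with DMSO; inhibition shows as a rise in luminescence from relieved DAX1 repression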
Target sequence (P51843 207-470 limits assumed): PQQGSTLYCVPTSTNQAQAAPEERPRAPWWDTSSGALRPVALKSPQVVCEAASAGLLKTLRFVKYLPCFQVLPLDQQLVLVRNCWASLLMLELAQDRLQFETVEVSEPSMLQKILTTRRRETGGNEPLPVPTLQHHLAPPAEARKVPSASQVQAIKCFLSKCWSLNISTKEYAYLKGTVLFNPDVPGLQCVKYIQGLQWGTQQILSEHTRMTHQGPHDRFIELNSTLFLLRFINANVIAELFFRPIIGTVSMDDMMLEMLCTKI
SMARCA2 activ – SMARCA2 (BRM) function activators, primary screen, cell-based, luminescence, high throughput; MG213 cells, MMTV-luciferase reporter, dexamethasone, overnight; activation, % at 9.1 µM; actives 1% (n = 370,000); AID 652017, 2013; in the data active = activation above about 7.8%;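 note: 0% = vehicle wells and 100% = reference activator wells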
hgDAF-12 ag – H. glycines DAF-12 receptor agonists, primary screen, cell-based, luminescence, HEK293, GAL4 fusion, UAS-luciferase | Nuclear hormone receptor DAF-12 (Heterodera glycines), GAL4 fusion | HEK293 GAL4-hgDAF12 UAS-luciferase reporter, agonist luminescence; normalized to butyrate control | activation, % at 6.8 µM | actives 1.8% (n = 370,000);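 active = activation above a cutoff set at the mean of all screened compounds plus 3 SD, cut at about 10% in these data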;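 note: 0% = DMSO wells and 100% = sodium butyrate wells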
Rev-erbA mod – modulators of Rev-erb alpha DNA binding, primary screen, biochemical, FITC-DNA, fluorescence polarization, uHTS. Nuclear receptor subfamily 1 group D member 1 (Homo sapiens), P20393. Rev-erbα–FITC-DNA binding, 90 min. activity, % at 10 µM. actives 0.79% (n = 370,000). AID 1259318, 2017;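 active = activity above about 14%, limit read from the data; passing the limit was not always enough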;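 note: 0% = DMSO wells with 35 nM protein and 100% = DMSO wells with 750 nM protein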
Target sequence (P20393 whole entry, looked up): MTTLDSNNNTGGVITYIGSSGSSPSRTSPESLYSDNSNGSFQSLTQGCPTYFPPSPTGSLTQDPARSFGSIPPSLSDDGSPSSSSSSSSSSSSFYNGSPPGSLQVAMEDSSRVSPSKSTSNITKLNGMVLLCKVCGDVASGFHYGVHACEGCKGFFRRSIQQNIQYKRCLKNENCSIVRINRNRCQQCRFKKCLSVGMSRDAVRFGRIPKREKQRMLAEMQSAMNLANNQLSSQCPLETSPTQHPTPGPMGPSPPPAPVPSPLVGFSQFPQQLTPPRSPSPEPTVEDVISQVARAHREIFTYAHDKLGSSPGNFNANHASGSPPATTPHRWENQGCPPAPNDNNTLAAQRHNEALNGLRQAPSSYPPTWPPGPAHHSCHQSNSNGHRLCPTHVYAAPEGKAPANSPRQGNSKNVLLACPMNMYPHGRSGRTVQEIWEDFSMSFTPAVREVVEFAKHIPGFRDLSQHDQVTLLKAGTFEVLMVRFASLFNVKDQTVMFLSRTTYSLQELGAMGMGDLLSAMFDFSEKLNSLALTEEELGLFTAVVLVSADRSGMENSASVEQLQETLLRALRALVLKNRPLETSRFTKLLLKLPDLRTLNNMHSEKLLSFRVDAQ
PLC-beta3 inh – human PLC-beta3 inhibitors, primary screen, biochemical, fluorescence; Purified PLC-beta3, fluorogenic substrate; inhibition, % at 12.2 µM; actives 0.18% (n = 370,000); AID 720704, 2013; in the data active = inhibition above about 11%;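 note: 0% = median of compound wells on plate and 100% = full blocker control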
An asterisk follows results filed as active; nt = not tested or not shown. The list is partial; count on the stated rates, not on these rows.

A first look (2 entries):
SMILES	DAX1 inh-1	hcDAF12 agonist	GAA850 FXN act	sPLA2-III inh	PG9 binder	ssDAF-12 act	DAX1 inh-2	SMARCA2 activ	hgDAF-12 ag	Rev-erbA mod	PLC-beta3 inh
COc1ccc(CCC(=O)N2C[C@H]3C[C@@H](C2)c2cccc(=O)n2C3)cc1	-1.2	-1.1	1.1	-4	0.7	-0.9	3.2	3	4.5	-4	3
COC(=O)C1=C(c2ccc(OC)c(OC)c2)C[C@@H]2CC[C@H]1N2C(=O)NCCO	0.5	-1.7	1.8	7	1.0	-1.1	1.9	-1	1.3	-3	1

The whole of this part, repeating the preview:
SMILES	DAX1 inh-1	hcDAF12 agonist	GAA850 FXN act	sPLA2-III inh	PG9 binder	ssDAF-12 act	DAX1 inh-2	SMARCA2 activ	hgDAF-12 ag	Rev-erbA mod	PLC-beta3 inh
COc1ccc(CCC(=O)N2C[C@H]3C[C@@H](C2)c2cccc(=O)n2C3)cc1	-1.2	-1.1	1.1	-4	0.7	-0.9	3.2	3	4.5	-4	3
COC(=O)C1=C(c2ccc(OC)c(OC)c2)C[C@@H]2CC[C@H]1N2C(=O)NCCO	0.5	-1.7	1.8	7	1.0	-1.1	1.9	-1	1.3	-3	1
COC1=C[C@@H]2[C@@H]3Cc4ccc(OC)c(O)c4[C@]2(CCN3C)CC1=O	0.5	-2.6	0.6	8	-2.3	-1.8	0.2	-1	-1.1	2	-4
O=c1[nH]c(CN2CC=C(c3ccccc3)CC2)nc2scc(-c3cccs3)c12	0.0	-1.0	-1.2	-43	0.1	-1.8	2.0	-1	-1.3	6	-32
COc1ccc(-n2c(Cc3cccc([N+](=O)[O-])c3)nc3ccccc3c2=O)cc1	-0.1	-1.9	2.3	1	-1.5	-0.8	-0.7	-2	0.0	5	2
O=c1[nH]c(=O)n(-c2cccc3ccccc23)c(O)c1C=NCc1ccc2c(c1)OCO2	-0.3	0.2	-3.2	-15	-1.3	-1.2	-0.2	-3	0.4	-1	2
CCCCCn1c(=O)c(C(=O)Nc2ccccn2)c(O)c2ccccc21	-0.4	0.5	0.7	0	0.9	0.8	-1.0	0	0.3	-1	-7
Cc1ccc(C)c(CN2CCC(n3nnc4cc(F)ccc43)CC2)c1	-0.4	-1.2	1.7	7	-1.2	-1.2	-1.6	1	0.0	1	3
O=c1c2ccccc2nc(-c2ccccc2)n1-n1cccc1	-0.6	-1.8	-0.2	5	0.1	-1.3	0.1	2	-0.3	-3	-4
COc1ccc(-n2c(O)c(C(C)=NCC3CCCO3)c(=O)[nH]c2=O)cc1 (configuration not stated)	0.2	-1.1	1.5	14	1.0	-0.7	0.9	-4	-1.6	5	-7
O=P(Oc1ccccc1)(N1CCOCC1)N1CCOCC1	-0.6	-2.3	0.7	5	-0.7	-1.2	-0.3	-2	1.0	-13	1
O=C(CN1CC=C(c2ccccc2)CC1)NC(=O)NC1CCCCC1	-0.8	-2.2	0.6	-14	-0.2	-1.5	-0.1	-2	2.6	4	-13
Fc1cccc(C2NCc3ccccc3-n3cccc32)c1 (configuration not stated)	0.1	1.1	-0.4	4	0.3	-0.7	-0.1	-2	-2.2	3	5
c1ccc(P(c2ccccc2)c2ccccn2)cc1	-0.4	-1.6	0.4	-3	-1.1	-0.8	0.6	-1	-0.5	1	-3
CC(=O)OC1C=CC2[C@H]3Cc4ccc(O)c5c4[C@@]2(CCN3C)C1O5 (some centres not stated)	0.0	2.1	0.8	12	1.2	-0.9	1.0	-7	-3.0	-8	-4
Clc1ccc(C2NCCc3[nH]cnc32)cc1 (configuration not stated)	-0.5	0.9	-0.7	-2	-1.9	-1.1	-0.4	0	-1.0	12	3
Cn1c(=O)cc(SCC(=O)N2CCC3(CC2)OCCO3)c2ccc(Cl)cc21	-0.5	-0.2	1.1	3	-7.1	-0.4	0.9	-5	3.8	nt	1
CC(=O)N(C1=NCCCS1)c1ccccc1F	-0.6	-0.1	2.8	0	-1.9	-1.3	0.4	-1	-1.3	-2	4
CC(=O)c1c(O)n(C2CCCCCC2)c(=O)[nH]c1=O	0.0	-0.9	-0.5	3	-1.3	-0.8	0.4	8	-0.8	4	2
Nc1ccccc1C(=O)OCC(=O)c1ccc2c(c1)OCCO2	1.2	1.1	0.5	-4	4.1	-2.1	0.1	1	-0.6	0	-13
COCCNC(=O)c1c(NC(=O)c2ccco2)n(Cc2ccccc2)c2nc3ccccc3nc12	0.9	-1.6	-2.2	-11	1.1	-1.0	-0.1	2	0.7	-3	-301
CCn1cc(C=C2C(=O)N(C)C(=O)N(C)C2=O)c2ccccc21	0.2	3.6	-0.7	2	-1.1	-0.4	2.3	-2	1.8	-3	-4
CC(Cc1ccccc1)[n+]1cc(/N=C(\N)[O-])on1 (configuration not stated)	0.0	-1.5	2.8	7	-0.6	-0.6	-1.2	-2	0.4	-1	0
O=C(O)C(O)(c1ccccc1)C1CCCC1 (configuration not stated)	0.4	-1.5	-0.3	7	0.3	-0.9	-0.9	-3	-3.1	-2	1
CN(C)CCSC1c2ccccc2CSc2ccccc21 (configuration not stated)	-0.5	0.1	1.2	-24	-3.4	-0.1	nt	7	2.0	5	-3
CC1(CCO)C(=O)NC(=S)NC1=O	-0.1	0.1	-0.7	11	2.0	-1.0	1.2	-4	-0.2	0	8
COc1ccc(-n2nnnc2C(c2ccccc2OC(F)(F)F)N2CCC3(CC2)C(=O)NCN3c2ccccc2)cc1 (configuration not stated)	-0.4	-2.5	nt	-26	-1.7	-1.3	nt	-4	-3.8	9	-2
C#C[C@]1(O)CCC2C3C(CC[C@@]21C)[C@@]1(C)CC[C@@H](O)CC1=C[C@H]3O (some centres not stated)	-0.2	0.3	0.2	1	1.3	-0.2	0.1	-2	-0.8	2	4
CC(=O)N1CC(=O)Nc2ccc(Cl)cc2C1c1ccc(F)cc1 (configuration not stated)	0.9	-0.2	-0.7	-1	-1.0	-1.8	0.3	5	-3.4	1	6
O=c1c2ccccc2nc(/C=C/c2ccc(O)cc2)n1-c1cccc(O)c1	-1.6	-2.4	1.3	-54	-1.0	-1.0	-1.9	-5	-4.6	-3	-428
O=C(O)c1cn(Cc2ccccc2)nc1-c1ccccc1	0.5	1.5	0.1	-3	-2.2	-1.8	-0.2	-1	-1.0	-6	-6
COc1ccccc1OCC#CCN1CCCCCC1	0.0	-1.7	-1.4	1	1.1	-0.6	1.2	0	0.2	2	-2
CC1=C2C(=O)C3C(CC=C4CC(OC5OC(O)C(O)C(O)C5CO)CCC43C)C2CCC12OC1CC(C)CNC1C2C (configuration not stated)	-0.5	-2.1	-0.6	-2	-0.6	-1.6	0.6	5	0.4	1	-4
O=C(CCCc1ccc(N(CCCl)CCCl)cc1)NCc1ccccc1	-1.7	-0.6	-4.5	6	-2.0	-1.1	-1.8	-2	4.2	9	-3
O=C(O)CC[N+](=O)[O-]	0.2	-1.5	1.1	16	0.7	-1.1	0.1	-8	1.8	2	-2
O=S(=O)(c1ccc(F)cc1)N1CCCCC1c1cccnc1 (configuration not stated)	0.2	-0.8	1.4	5	-1.1	-1.2	1.2	-1	0.8	0	-7
c1ccc(CNC2CN3CCC2CC3)cc1 (configuration not stated)	0.0	-1.2	-3.6	1	0.4	0.1	0.1	-3	0.5	1	-11
COc1ccc(S(=O)(=O)N2CC3CC(C2)c2cccc(=O)n2C3)cc1 (configuration not stated)	-0.7	-0.4	1.7	4	0.8	-1.5	0.9	-2	-1.5	-1	1
CC(=O)NCC1=C(c2cccc3ccccc23)C[C@@H]2CC[C@H]1N2Cc1ccco1	0.5	0.1	-2.6	0	-1.5	-0.6	3.0	-4	1.8	3	-1
O=C(CCN1CC2CCC(CC2)C1)c1cccs1	0.4	-0.5	-1.8	2	0.6	-1.0	1.1	-1	-2.7	-3	5
COc1ccc(C(c2nnnn2-c2ccc(OC)cc2)N2CCC(n3c(=O)[nH]c4ccccc43)CC2)cc1 (configuration not stated)	-4.9	-3.1	nt	-17	-0.2	-1.4	nt	-2	-5.4	4	3
Cc1cccn2c(=O)c3c(nc12)N1CCCCC1C1(C3)C(=O)N(C)C(=O)N(C)C1=O (configuration not stated)	-0.3	-0.9	-1.5	-2	0.7	-0.9	nt	-2	-1.8	-2	-19
COc1cc(C=C2C(=O)NC(=O)NC2=O)ccc1O	0.0	1.7	-0.6	-1	-1.9	-0.5	3.1	0	1.0	-2	-8
COC(=O)C1=C(c2ccc(OC(F)(F)F)cc2)C[C@@H]2CC[C@H]1N2C(=O)N1CCCC1	-1.6	-4.5	-4.6	4	-1.2	-2.1	-3.3	-3	-4.5	-2	4
COC(=O)C1=C(c2ccccc2)C[C@@H]2CC[C@H]1N2C(=O)N1CCC(C)CC1	-0.1	-0.7	-0.4	0	0.4	-1.1	0.7	0	-1.2	-3	4
Cc1ccc2nc(N3CCN(C)CC3)[nH]c2c1	1.0	1.5	4.8	7	0.3	-0.4	1.1	5	5.6	-1	4
COc1ccc(CCn2c(O)c(C=NCCCn3ccnc3)c(=O)[nH]c2=O)cc1OC	-0.2	1.2	0.2	4	-1.8	-0.1	2.7	0	1.0	4	3
COc1ccc(-n2nnnc2C(c2ccnc3ccccc23)N2CCC(n3c(=O)[nH]c4ccccc43)CC2)cc1 (configuration not stated)	1.4	-2.2	nt	-10	-1.3	-1.2	nt	-1	-4.6	-7	1
Cc1ccc(C(O)(C(=O)NNC(=O)CN2CCN(C)CC2)c2ccc(C)cc2)cc1	0.4	0.4	4.7	-5	-1.4	-1.1	0.3	1	0.8	12	1
CC(C)(C)NC(=O)NC(=O)CN1CC=C(c2ccccc2)CC1	-1.9	-2.4	-3.8	-33	-0.6	-1.9	-0.4	-5	-5.2	2	-12
COC(=O)C1=C(c2c(C)noc2C)C[C@@H]2CC[C@H]1N2C(=O)NCC1CC1	0.1	0.5	1.2	9	-3.5	-1.1	0.2	2	0.9	4	5
CCOC(=O)C(O)(c1ccc(N=Cc2ccccc2O)c(C)c1)C(F)(F)F (configuration not stated)	0.0	-2.1	1.6	2	-1.4	-1.7	0.3	2	1.7	-3	1
Cn1cc(C(=O)OCC(=O)NC2CCCC2)c2ccccc21	-1.7	-1.4	-0.4	6	0.0	0.0	0.1	-2	-0.1	2	0
